# GPR55 LPI antagonism: GPR55 antagonists blocking LPI-driven arrestin recruitment, primary screen, imaging, U2OS, beta-arrestin-GFP, LPI agonist (AID 2013). G-protein coupled receptor 55 (Homo sapiens). U2OS GPR55 beta-arrestin-GFP translocation imaging, LPI antagonism; higher % means a stronger effect. inhibition, % at 10 µM, or IC50 in µM where a hit was titrated. 290,000 tested, 0.13% active;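 active means spots per cell inhibited over 60%, with over 100 cells counted and total cytoplasm intensity under 500,000; inconclusive means wells with under 100 cells, flagged as likely toxic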;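 further: U2OS cells stably carrying GPR55 and arrestin-GFP stimulated by 5 µM LPI near EC80; imaged beta-arrestin-GFP aggregate spots per cell after agonist stimulation; plate controls were LPI-stimulated DMSO wells for no effect and DMSO wells without LPI for full effect; some results filed as inactive read as strong as hits; confirmed hits need IC50 under 10 µM and bright autofluorescent wells are also inconclusive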
# MgcRacGAP inhibition: MgcRacGAP GTPase-activating activity inhibitors, confirmation, biochemical, ADP Hunter fluorescence. MgcRacGAP-stimulated Rac1 GTP hydrolysis, ADP Hunter fluorescence; higher % means a stronger effect; GST-tagged Rac1 F28L mutant substrate. one-dose inhibition, % at 30 µM; IC50 in µM for titrated hits. 340,000 tested, 0.6% active. AID 624330, 2012;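 active means first-screen hits whose inhibition reached a set limit at any dose in the follow-up dose series; inconclusive means inhibition above the set first-screen limit but never retested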;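 further: fluorescence reports GDP produced by GAP-driven GTP hydrolysis; strong numbers were not always called active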
# GPR55 activation: GPR55 agonists via beta-arrestin recruitment, primary screen, imaging, U2OS cells, beta-arrestin-GFP redistribution (AID 1961) | one-dose activation, % at 10 µM; EC50 in µM for titrated hits | U2OS GPR55 beta-arrestin-GFP redistribution imaging; higher % means a stronger effect | G-protein coupled receptor 55 (Homo sapiens) | 290,000 tested, 0.048% active;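 active means activation above 40% with more than 50 cells counted in the well; inconclusive means wells holding fewer than 50 cells, flagged as toxic or sparse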;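 further: U2OS osteosarcoma cells stably expressing GPR55 and beta-arrestin-GFP; plate controls were DMSO negative control for no effect and LPI positive control for full effect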
# Yfh1-depleted yeast: enhancers of respiration in Yfh1-depleted yeast, dose response, Friedreich's ataxia, plus single-dose screen (AID 1465) | S. cerevisiae Yfh1-off respiration, WST-1 reduction, 72 h; higher fold induction means a stronger effect | fold induction at 50 µM, or EC50 in µM where a hit was titrated | 220,000 tested, 0.074% active;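 active means fold induction of absorbance versus untreated yeast above a set limit, then at least 30% activation at any dose in follow-up; inconclusive means repeats straddling the limit, or above it without dose testing; inactive means fold induction below the set limit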;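 further: activators that raise dye reduction in frataxin-depleted yeast; strong numbers were not always called active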
# GPR35 antagonists: GPR35 antagonists blocking zaprinast-driven arrestin recruitment, primary screen, imaging, U2OS, beta-arrestin-GFP, zaprinast agonist (AID 2058); G-protein coupled receptor 35 (Homo sapiens); U2OS GPR35 beta-arrestin-GFP translocation imaging, zaprinast antagonism; higher % means a stronger effect; one-dose inhibition, % at 10 µM; IC50 in µM for titrated hits; 290,000 tested, 0.052% active;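 active means inhibition of at least 50% with at least 30 cells and total cytoplasm GFP at most 10,000,000; inconclusive means under 30 cells or total GFP of 10,000,000 plus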
# NTR1 ag: agonists of NTR1, primary screen, imaging, U2OS cells, beta-arrestin-GFP, high content (AID 493036); Neurotensin receptor type 1 (Homo sapiens), P30989; NTR1-U2OS beta-arrestin-GFP spot imaging, agonist mode; activation, % at 20 µM; 330,000 tested, 0.17% active;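 active means activation at or above 40% of the spot to cytoplasm intensity ratio, with at least 20 cells analyzed; inconclusive means wells under 20 cells, flagged as cytotoxic or low count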;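 further: 0% = DMSO without peptide and 100% = 100 nM NTR1 peptide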
# Target sequence (P30989 whole entry, looked up): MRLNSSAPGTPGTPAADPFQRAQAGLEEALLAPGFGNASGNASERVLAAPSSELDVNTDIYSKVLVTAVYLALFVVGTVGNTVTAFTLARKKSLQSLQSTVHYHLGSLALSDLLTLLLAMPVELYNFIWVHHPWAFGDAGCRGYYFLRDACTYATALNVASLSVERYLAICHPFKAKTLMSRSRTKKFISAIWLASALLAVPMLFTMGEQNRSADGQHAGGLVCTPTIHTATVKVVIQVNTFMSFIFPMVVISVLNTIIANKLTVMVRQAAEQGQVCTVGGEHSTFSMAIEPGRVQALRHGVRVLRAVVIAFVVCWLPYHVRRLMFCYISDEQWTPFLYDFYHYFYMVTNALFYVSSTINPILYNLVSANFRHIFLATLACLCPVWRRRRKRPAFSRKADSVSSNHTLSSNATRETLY
# AID2073: inhibitors of Mint1-CaV2.2 protein interaction, biochemical, HTRF (AID 2073); Voltage-dependent N-type calcium channel subunit alpha-1B (Homo sapiens); HTRF protein-protein interaction, Mint1-CaV2.2; higher % means a stronger effect; 290,000 tested, 0.19% active; inhibition, % at 20 µM, or IC50 in µM where a hit was titrated; in the data active means inhibition mostly above about 51%, no sharp cut-off; inconclusive means no clear call, values can overlap the other calls; inactive means mostly below about 53%; further: some results filed as inactive read as strong as hits
# Large T inhibition: SV40 large T antigen inhibitors, biochemical (AID 1903). SV40 large T antigen ATPase/helicase inhibition assay; higher % means a stronger effect. one-dose inhibition, % at 20 µM; IC50 in µM for titrated hits. 310,000 tested, 0.39% active; in the data active means a potency from the dose series; inconclusive means inhibition mostly from about 32% at the one dose, without a potency; inactive means the rest, 99 in 100 with inhibition below about 32%; further: strong numbers were not always called active
# NS5 inhibitors: Dengue-2 NS5 methyltransferase inhibitors, primary screen, biochemical, confirmation dose response (AID 588689). Dengue-2 NS5 methyltransferase capping enzyme assay, biochemical; higher % means a stronger effect. Genome polyprotein (Dengue virus type 2 (strain 16681-PDK53)). 340,000 tested, 0.3% active. inhibition, % at 25 µM; hits with a dose series show IC50 in µM; in the data active means a potency from the dose series; inconclusive means inhibition above about 29% without an active follow-up result
# NTR1 ag cell count 20 µM: further read-out of NTR1 ag, marked with its call; cell count; measured here: cell count, cytotoxicity flag
# * marks the source's active call; other numbers are inactive results; i = inactive; ? = inconclusive; · = not tested or not shown.
SMILES,GPR55 LPI antagonism,MgcRacGAP inhibition,GPR55 activation,Yfh1-depleted yeast,GPR35 antagonists,NTR1 ag,NTR1 ag cell count 20 µM,AID2073,Large T inhibition,NS5 inhibitors
Cc1cccc(N/C=C/C(=C(C#N)C#N)N(C)C)c1,17%,-6%,-0.2%,i,-9%,-0.7,40,0%,2%,0%
O=C(O)C(c1ccccc1)N1C(=O)/C(=C\c2ccc(-c3ccccc3Cl)o2)SC1=S (stereo unspecified),9%,14%,0.0%,·,0%,1.7,85,?,17%,12%
COc1ccc(N2CCN(C(=O)CSc3nc4cc(OC)c(OC)cc4cc3C#N)CC2)cc1,-11%,4%,0.3%,i,-12%,0.3,65,26%,·,-2%
CN(c1ccccc1)S(=O)(=O)c1cc(C(=O)Nc2nc3ccccc3[nH]2)ccc1Cl,33%,4%,-0.2%,i,-4%,2.0,60,23%,-1%,-9%
CC1CC(C)CN(C(=O)Cn2c(=O)c3cccn3c3cccnc32)C1 (stereo unspecified),-15%,12%,-0.4%,·,-6%,1.1,44,10%,4%,0%
Cc1ccnc(NC(=O)c2c(-c3ccccc3Cl)noc2C)c1,-3%,10%,0.5%,i,2%,1.0,80,8%,13%,2%
Cc1c(CC(=O)O)c(=O)oc2c(C)c(OCc3ccccc3Br)ccc12,-4%,10%,0.0%,·,2%,0.0,102,8%,11%,1%
CCOC(=O)C1=C(c2ccccc2)OC(N)=C(C#N)C1c1ccncc1 (stereo unspecified),3%,3%,-0.1%,i,3%,3.8,47,18%,8%,4%
S=C(NCCc1ccccn1)Nc1ccc(Cl)cc1Cl,-10%,3%,-0.1%,i,-22%,0.0,40,44%,6%,-10%
N#CC1=C2N=C(N)c3ccccc3N2C2=C(C(=O)CCC2)C1c1ccccc1F (stereo unspecified),7%,10%,0.0%,i,-4%,3.5,52,-15%,9%,?
COc1cc2c(cc1OC)-c1cc(Nc3cccc(F)c3)nc(=O)n1CC2,-6%,10%,0.5%,·,-10%,0.9,83,19%,·,0%
COc1ccc(Cn2c(O)c(/C=N/NC(=O)c3cccnc3)c3ccccc3c2=O)cc1,1%,137µM*,0.5%,75µM*,4%,·,·,38%,14%,-67%
COc1ccc(/C=C(\NC(=O)c2ccc(C)cc2)C(=O)N2CCCCC2)cc1,-1%,-12%,0.7%,·,15%,-1.0,87,7%,17%,-1%
COc1ccc(C(=O)O/N=C(\N)Cc2cccs2)cc1OC,19%,5%,0.7%,·,0%,2.4,59,0%,12%,-4%
O=C(Nn1c(C2CC2)nc2ccccc2c1=O)c1ccco1,15%,5%,-0.1%,i,-4%,-1.1,79,-2%,15%,-6%
CC(=O)Nc1ccc2sc(NC(=O)CN3CCOCC3)nc2c1,18%,7%,-0.1%,·,3%,-0.7,64,5%,4%,-6%
CC(CCc1ccccc1)NS(=O)(=O)c1ccccc1Cl (stereo unspecified),6%,7%,0.2%,·,10%,-0.7,50,-3%,16%,-9%
CCOC(=O)C(=O)Nc1ccccc1C(=O)NCc1ccccc1,4%,6%,-0.1%,i,10%,2.1,82,5%,9%,·
C1CCc2nc3c(nc2C1)CCCC3,6%,2%,0.6%,i,4%,-2.0,82,11%,10%,-6%
Cc1cccc(NC(=O)NCC2CC2)c1,-2%,9%,0.5%,·,-12%,·,·,13%,12%,-3%
COc1ccc(OC)c(CCNC(=O)C(C)n2nc(C)c3c(C)n(-c4ccccc4)nc3c2=O)c1 (stereo unspecified),-14%,6%,0.0%,·,9%,-1.2,56,-6%,14%,-1%
Cc1ccc(OCCOc2cccc3ccc(C)nc23)c([N+](=O)[O-])c1,-1%,?,-0.1%,i,-2%,3.8,57,-9%,3%,0%
CCOC(=O)C1CCCN(C(=O)Cc2c(F)cccc2Cl)C1 (stereo unspecified),0%,11%,-0.1%,i,-2%,0.6,54,-4%,6%,-3%
O=C(C[n+]1cccc(Br)c1)c1ccccc1,8%,-1%,0.2%,·,-9%,0.4,105,5%,13%,-5%
O=C(Nc1ccccc1[N+](=O)[O-])C1C(c2ccccc2)=C1c1ccccc1,5%,4%,-0.1%,i,4%,0.8,57,8%,-4%,-6%

# Continued:
SMILES,GPR55 LPI antagonism,MgcRacGAP inhibition,GPR55 activation,Yfh1-depleted yeast,GPR35 antagonists,NTR1 ag,NTR1 ag cell count 20 µM,AID2073,Large T inhibition,NS5 inhibitors
O=C(/C(Cl)=C/Nc1ccc(Br)cn1)C(F)(F)F,6%,3%,-0.2%,i,2%,3.9,36,-10%,7%,-4%
COc1ccccc1/C=C1\SC(=O)N(CCC(=O)NNC(=O)c2ccccc2Cl)C1=O,15%,6%,-0.3%,i,24%,1.2,66,-7%,3%,-7%
CC1=C(C(=O)Nc2ccccc2)C(c2cccc([N+](=O)[O-])c2)Nc2nc3ccccc3n21 (stereo unspecified),10%,3%,0.2%,i,9%,5.9,65,-3%,-3%,-7%
Cc1sc(-n2c(C)cc(/C=N/n3cnnc3)c2C)c(C#N)c1C,-10%,6%,0.1%,i,-4%,-1.9,81,-12%,6%,-4%
COc1cc(/C=N/NC(=O)c2cccnc2)ccc1OC(=O)c1ccco1,2%,14%,0.2%,i,15%,-1.3,47,5%,14%,1%
Cc1ccc(Sc2c(C)nn(C(=O)c3cccc(S(=O)(=O)N4CCOCC4)c3)c2C)cc1,0%,4%,0.3%,i,-8%,5.6,54,6%,9%,-6%
O=C(COC(=O)c1ccccc1Sc1ccc(C(F)(F)F)cc1[N+](=O)[O-])NC(=O)NC1CCCC1,0%,1%,?,i,6%,21,77,4%,5%,·
O=C(NCCN1CCN(C(=O)C(c2ccccc2)c2ccccc2)CC1)C(=O)Nc1ccccc1,17%,5%,0.2%,i,-8%,2.8,91,2%,5%,-7%
COc1ccc(N=C2NC(=O)/C(=C\C=C\c3ccco3)S2)cc1,9%,28%,-0.1%,i,-17%,-0.4,108,78%,27%,-14%
COC(=O)c1ccc(OC)c(CSc2nnc(-c3ccc(C(C)(C)C)cc3)o2)c1,8%,·,0.6%,i,0%,4.2,93,-9%,4%,·
CCOc1ccccc1CNS(=O)(=O)c1csc(C(N)=O)c1,-7%,8%,-0.1%,·,-24%,0.1,57,2%,3%,-12%
O=C(C1=C[C@@H](c2coc3ccccc3c2=O)C[C@@H](OCc2ccc(CO)cc2)O1)N1CCN(Cc2ccc3c(c2)OCO3)CC1,0%,7%,-0.2%,i,8%,1.4,50,10%,15%,-6%
COc1ccccc1-c1nnc(NC(=O)C(C)C)s1,-6%,6%,-0.2%,i,-14%,-0.1,44,-4%,-2%,-8%
CN1/C(=C\C(=O)c2cncc(Br)c2)C(C)(C)c2ccccc21,3%,13%,0.2%,i,4%,4.1,57,14%,10%,9%
O=C(CN1CCN(c2ccccc2)CC1)Nc1ccccc1C(F)(F)F,10%,10%,-0.1%,i,0%,0.3,55,-3%,2%,3%
O=C(NNC(=O)C1CC1c1ccccc1)c1ccccc1F (stereo unspecified),7%,1%,-0.1%,i,7%,0.2,55,22%,-1%,1%
COc1ccc(CNC(=S)NCc2ccc(OC(C)C)cc2)cc1,-7%,12%,0.7%,i,-2%,4.6,61,-4%,18%,4%
COc1ccc(CCCc2nnc(SCc3nc4ccccc4c(=O)[nH]3)n2C)c(C)c1,-4%,10%,0.0%,i,16%,1.4,59,3%,22%,5%
O=C(NCc1ccco1)C1CC(c2cc(C(F)(F)F)cc(C(F)(F)F)c2)=NO1 (stereo unspecified),-7%,7%,-0.1%,i,-6%,-4.9,62,24%,-1%,-12%
CCn1cc(Cl)c(C(=O)Nc2nc3ccccc3n2CCN2CCCCC2)n1,-1%,2%,0.3%,i,-8%,-2.2,99,-2%,3%,2%
CCn1cc(C(=O)NCCC(=O)NCCO)c(=O)c2cc3c(cc21)OCO3,7%,8%,-0.1%,·,-6%,-1.6,62,6%,11%,0%
Clc1cccc(OCCN2CCN(CCOc3cccc(Cl)c3)CC2)c1,26%,13%,-0.2%,i,-13%,-0.7,86,-2%,1%,-4%
O=C(NCc1ccccn1)c1ccc(CNS(=O)(=O)c2cccc(Cl)c2)cc1,-1%,8%,-0.4%,i,5%,1.3,35,-5%,1%,-3%
CCOC(=O)C1Cc2cc3c(cc2C1=O)CC(C(=O)OCC)C3=O (stereo unspecified),12%,·,0.3%,i,8%,·,·,?,31%,·

# Entries of single compounds as entered above. Order of screens: GPR55 LPI antagonism, MgcRacGAP inhibition, GPR55 activation, Yfh1-depleted yeast, GPR35 antagonists, NTR1 ag, NTR1 ag cell count 20 µM, AID2073, Large T inhibition, NS5 inhibitors
# Results for `COC(=O)c1ccc(OC)c(CSc2nnc(-c3ccc(C(C)(C)C)cc3)o2)c1` : 8%, ·, 0.6%, i, 0%, 4.2, 93, -9%, 4%, ·
# Results for `CCOC(=O)C1Cc2cc3c(cc2C1=O)CC(C(=O)OCC)C3=O` (stereo unspecified) : 12%, ·, 0.3%, i, 8%, ·, ·, ?, 31%, ·

# Of the compounds above, five have a furan ring, fused or not.
SMILES,GPR55 LPI antagonism,MgcRacGAP inhibition,GPR55 activation,Yfh1-depleted yeast,GPR35 antagonists,NTR1 ag,NTR1 ag cell count 20 µM,AID2073,Large T inhibition,NS5 inhibitors
O=C(O)C(c1ccccc1)N1C(=O)/C(=C\c2ccc(-c3ccccc3Cl)o2)SC1=S (stereo unspecified),9%,14%,0.0%,·,0%,1.7,85,?,17%,12%
O=C(Nn1c(C2CC2)nc2ccccc2c1=O)c1ccco1,15%,5%,-0.1%,i,-4%,-1.1,79,-2%,15%,-6%
COc1cc(/C=N/NC(=O)c2cccnc2)ccc1OC(=O)c1ccco1,2%,14%,0.2%,i,15%,-1.3,47,5%,14%,1%
COc1ccc(N=C2NC(=O)/C(=C\C=C\c3ccco3)S2)cc1,9%,28%,-0.1%,i,-17%,-0.4,108,78%,27%,-14%
O=C(NCc1ccco1)C1CC(c2cc(C(F)(F)F)cc(C(F)(F)F)c2)=NO1 (stereo unspecified),-7%,7%,-0.1%,i,-6%,-4.9,62,24%,-1%,-12%
